# Source: PubChem BioAssay
# Salmonella PhoP GFP – PhoP-dependent GFP reporter repression – Salmonella Typhimurium, primary screen (AID 1863). S. Typhimurium PhoP-regulated promoter GFP reporter, 4 h; higher % means a stronger effect. inhibition, % at 50 µM; hits with a dose series show IC50 in µM. 300,000 tested, 0.16% active;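 active means inhibition over 29.93%, a cutoff 3 SD above the screen mean, later confirmed by dose response; inconclusive means inhibition over 29.93% but no dose response follow-up; inactive means inhibition at most 29.93% or unconfirmed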;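 further: 0% = low Mg2+ inducing control and 100% = high Mg2+ repressing control; strong numbers were not always called active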
# LYP inhibition – inhibitors of LYP phosphatase, biochemical, fluorescence intensity, uHTS (AID 1779); 290,000 tested, 0.054% active; one-dose inhibition, % at 11.5 µM; IC50 in µM for titrated hits; recombinant LYP phosphatase, fluorescence intensity; higher % means a stronger effect; in the data active means inhibition above about 50%;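 further: plate controls were vehicle with enzyme for no effect and no enzyme for full effect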
# Myeloid diff MLP – compounds promoting myeloid differentiation; calls only at 10 µM; AID 624256; ER-HoxA9 myeloid progenitors, lysozyme-GFP differentiation, flow cytometry; 360,000 tested, 1% active;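 active means normalized GFP-positive differentiation at or above the plate's own cutoff, the solvent-only control mean plus 3 SD; inconclusive means no clear call, values can overlap the other calls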;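 further: cells exposed to compound for four days before flow analysis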
# MgcRacGAP inhibition – MgcRacGAP GTPase-activating activity inhibitors, confirmation, biochemical, ADP Hunter fluorescence | MgcRacGAP-stimulated Rac1 GTP hydrolysis, ADP Hunter fluorescence; higher % means a stronger effect; GST-tagged Rac1 F28L mutant substrate | inhibition, % at 30 µM; hits with a dose series show IC50 in µM | 340,000 tested, 0.6% active;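 active means first-screen hits whose inhibition reached a set limit at any dose in the follow-up dose series; inconclusive means inhibition above the set first-screen limit but never retested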;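 further: fluorescence reports GDP produced by GAP-driven GTP hydrolysis; strong numbers were not always called active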
# Siah-1 displacement – Siah-1 peptide-binding antagonists, primary screen, biochemical, fluorescence polarization, rhodamine-plectin, uHTS (AID 1817); Siah-1 / rhodamine-plectin peptide fluorescence polarization; higher % means a stronger effect; displacement, % at 20 µM, or IC50 in µM where a hit was titrated; 290,000 tested, 0.02% active;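 active means displacement of at least 50% at 20 µM, with a fluorescence ratio check between 0.3 and a set limit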;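 further: plate controls were Siah plus tracer with DMSO for no effect and tracer alone without Siah for full effect; strong numbers were not always called active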
# GPR35 antagonists – inhibition of zaprinast-stimulated GPR35 beta-arrestin translocation – imaging, U2OS, beta-arrestin-GFP, zaprinast agonist, primary screen (AID 2058) | U2OS GPR35 beta-arrestin-GFP translocation imaging, zaprinast antagonism; higher % means a stronger effect | inhibition, % at 10 µM; hits with a dose series show IC50 in µM | 290,000 tested, 0.052% active;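 active means inhibition of at least 50% with at least 30 cells and total cytoplasm GFP at most 10,000,000; inconclusive means under 30 cells or total GFP of 10,000,000 plus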
# HIV peptide binding – cell-free HIV fusion peptide-binding blockers – biochemical, uHTS, fluorescence dequenching, primary screen (AID 1986); cell-free peptide binding, fluorescence dequenching, 30 min; higher % means a stronger effect; inhibition, % at 20 µM, or IC50 in µM where a hit was titrated; 290,000 tested, 0.3% active; in the data active means inhibition mostly above about 52%, no sharp cut-off; inactive means mostly below about 76%; further: some results filed as inactive read as strong as hits
# GPR55 antagonists – GPR55 antagonists blocking LPI-driven arrestin recruitment, primary screen, imaging, U2OS, beta-arrestin-GFP, LPI agonist (AID 2013). 290,000 tested, 0.13% active. one-dose inhibition, % at 10 µM; IC50 in µM for titrated hits. U2OS GPR55 beta-arrestin-GFP translocation imaging, LPI antagonism; higher % means a stronger effect;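 active means spots per cell inhibited over 60%, with over 100 cells counted and total cytoplasm intensity under 500,000; inconclusive means wells with under 100 cells, flagged as likely toxic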;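 further: U2OS cells stably carrying GPR55 and arrestin-GFP stimulated by 5 µM LPI near EC80; imaged beta-arrestin-GFP aggregate spots per cell after agonist stimulation; plate controls were LPI-stimulated DMSO wells for no effect and DMSO wells without LPI for full effect; some results filed as inactive read as strong as hits; confirmed hits need IC50 under 10 µM and bright autofluorescent wells are also inconclusive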
# NTR1 ag – NTR1-driven beta-arrestin-GFP spot formation – imaging, U2OS cells, high content, primary screen (AID 493036) | activation, % at 20 µM | 330,000 tested, 0.17% active | agonist mode | P30989;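 active means activation at or above 40% of the spot to cytoplasm intensity ratio, with at least 20 cells analyzed; inconclusive means wells under 20 cells, flagged as cytotoxic or low count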;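 further: 0% = DMSO without peptide and 100% = 100 nM NTR1 peptide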
# Target sequence (P30989 whole entry, looked up): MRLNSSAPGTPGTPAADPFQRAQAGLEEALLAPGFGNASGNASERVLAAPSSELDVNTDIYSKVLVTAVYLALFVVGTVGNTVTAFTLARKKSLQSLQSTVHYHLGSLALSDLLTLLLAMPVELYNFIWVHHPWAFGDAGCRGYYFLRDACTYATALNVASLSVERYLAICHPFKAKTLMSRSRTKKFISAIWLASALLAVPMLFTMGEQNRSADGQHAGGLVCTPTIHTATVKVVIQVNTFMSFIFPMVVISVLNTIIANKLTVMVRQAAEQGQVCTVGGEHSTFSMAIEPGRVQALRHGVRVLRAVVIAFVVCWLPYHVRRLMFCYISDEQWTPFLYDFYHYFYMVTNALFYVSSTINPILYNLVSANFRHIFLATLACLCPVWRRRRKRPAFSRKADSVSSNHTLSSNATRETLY
# NTR1 ag cell count 20 µM – second read-out of NTR1 ag, no call of its own (marks repeat the call); cell count; measured here: cell count, cytotoxicity flag
# Myeloid diff MLP GFP+ MAC1+ % – recorded beside Myeloid diff MLP, whose call it bears; GFP+ MAC1+ double positive, %; measured here: differentiation confirmed by MAC1 staining
# * = called active by the depositor; i = inactive; u = inconclusive; x = not tested or not shown; + = active, no number.
SMILES,Salmonella PhoP GFP,LYP inhibition,Myeloid diff MLP,Myeloid diff MLP GFP+ MAC1+ %,MgcRacGAP inhibition,Siah-1 displacement,GPR35 antagonists,HIV peptide binding,GPR55 antagonists,NTR1 ag,NTR1 ag cell count 20 µM
COc1ccc2c(c1)c1ncn(CCCN3CCOCC3)c(=O)c1n2C,9%,-8%,i,4.6,19%,-1%,10%,-0.5%,3%,1.1,68
CNc1ccccc(-c2ccc3ccccc3n2)c1=O,-7%,2%,i,2.0,6%,9%,u,46%,6%,-1.4,68
O=C(c1cccs1)n1nc(-c2ccccc2)nc1NCc1ccco1,1%,0%,i,1.9,8%,24%,17%,0.1%,2%,0.3,94
Cc1ccc(-n2c(-c3nn(C)cc3Cl)n[nH]c2=S)cc1,-11%,-4%,i,0.3,8%,-4%,7%,3.0%,2%,-1.8,68
O=C(CSc1nnc(CNC(=O)c2ccccc2)o1)NCc1ccc(F)cc1,4%,-9%,i,0.0,9%,1%,-23%,-2.0%,10%,0.2,61
O=[N+]([O-])c1cccc(CSc2cccc[n+]2[O-])c1,4%,-5%,i,0.6,9%,2%,9%,-1.2%,0%,-1.1,51
COc1ccc(NC(=O)C2CCCN(S(C)(=O)=O)C2)cc1 (configuration not stated),-2%,-9%,i,0.6,4%,-2%,-6%,0.7%,3%,-2.2,42
COc1nnc(-c2ccc(N3CCOCC3)c(NC(=O)c3ccc(C)cc3)c2)c2ccccc12,15%,-5%,i,1.1,8%,-7%,-7%,-2.5%,18%,7.3,57
CCc1ccc2c(c1)C(c1ccc(N3CCOCC3)cc1)=NNC(c1ccncc1)=N2,9%,-1%,i,0.5,5%,3%,5%,-2.2%,0%,2.8,38
O=C(Nc1ccc(N2CCCCC2)cc1)c1cncc(Br)c1,14%,-12%,i,0.4,5%,-6%,0%,-2.8%,3%,-0.1,71
CCOc1ccccc1N1CCN(CC(=O)NC(C)c2ccccc2)CC1 (configuration not stated),-8%,-8%,i,0.4,-4%,-2%,-1%,0.2%,6%,-0.8,51
CCc1nnc(NC(=O)c2cccs2)s1,-4%,-3%,i,7.7,-4%,2%,0%,2.1%,-1%,1.9,56
N#Cc1c(C(F)(F)F)cc(-c2ccccc2)[nH]c1=O,-16%,-6%,i,0.7,9%,-2%,-13%,12%,-4%,-1.3,74
COc1ccc(CCCC(=O)NC2CCCCC2)cc1,1%,-6%,i,7.0,-5%,0%,7%,-0.3%,17%,-0.2,76
CC1CCC(=NNC(=O)Cc2ccccc2)CC1 (configuration not stated),-3%,-8%,i,8.0,4%,1%,24%,-2.4%,10%,0.0,54
CCC(COC)NC(=O)CCc1nnc(Cc2c[nH]c3ccccc23)o1 (configuration not stated),13%,-4%,i,0.6,5%,1%,3%,-0.1%,5%,0.2,54
CC(=O)OC(C)(CCC(C)(OC(C)=O)C(C)=O)C(C)=O (configuration not stated),0%,-12%,i,1.3,13%,-6%,-8%,-2.9%,1%,x,x
CS(=O)(=O)N1CCC(C(=O)Nc2cccc(F)c2)CC1,9%,-11%,i,0.1,12%,3%,4%,-0.4%,-22%,-0.2,61
CCOc1ccc(N(C(=O)CNC(=O)c2ccco2)C(C(=O)NC2CCCC2)c2ccco2)cc1 (configuration not stated),10%,-6%,x,x,2%,3%,8%,0.4%,6%,-1.1,43
O=C(O)C12CC3CC(C1)CC(n1ncc(N4CCN(c5ccccc5)CC4)c(Cl)c1=O)(C3)C2,5%,-3%,i,0.3,7%,10%,-5%,-1.4%,4%,3.5,61
O=C(NC1CCS(=O)(=O)C1)C1CCCC1 (configuration not stated),-8%,x,i,1.7,10%,x,x,x,x,1.4,76
O=C(Nc1cccnc1)c1cc(-c2ccccc2O)on1,x,-4%,i,0.2,9%,-1%,-4%,-0.9%,-12%,-1.4,55
CC1(C)Cc2c(cnn2-c2ccccc2)C(=O)/C1=N\NC(=O)c1ccccc1N,-30%,-7%,i,8.4,3%,0%,1%,-0.6%,2%,2.3,54
O=c1c2cc3c(cc2[nH]c(=S)n1CCN1CCOCC1)OCO3,-9%,-5%,i,0.8,6%,0%,2%,0.9%,23%,-0.1,83
Cn1ncc2c(Nc3ccc(Cl)cc3)ncnc21,-10%,-1%,i,1.0,12%,-3%,11%,-0.6%,-1%,0.1,59
CC1=C(C#N)C(=O)N(C2CCS(=O)(=O)C2)C(=O)/C1=C\c1ccco1 (configuration not stated),-6%,10%,x,x,x,53%,-3%,83%*,1%,-0.4,44
COc1ccc(S(=O)(=O)N2CCCC2)cc1C(=O)O,6%,-5%,i,0.4,8%,0%,-12%,-0.4%,-4%,-2.1,61
CCOc1c(CNCCN2CCOCC2)cccc1OC,-2%,10%,i,5.9,1%,1%,-2%,-0.2%,3%,-0.6,55
CN(Cc1ccccc1)c1ncnc(N)c1[N+](=O)[O-],1%,1%,i,0.1,6%,7%,15%,-1.7%,3%,-0.8,108
CCOC(=O)C1(Cc2cccc(F)c2)CCN(Cc2nc(CC)[nH]c2C)CC1,-1%,-5%,+,0.3*,8%,7%,-5%,6.2%,17%,0.7,60
CC(=O)N1N=C(N)SC12CCCC2,-15%,1%,i,0.6,7%,-1%,9%,-1.5%,22%,2.5,17
CCOc1ccc(N2C(=O)C3C4C=CC(CC4)C3C2=O)c([N+](=O)[O-])c1 (configuration not stated),-1%,-7%,i,3.1,6%,5%,14%,2.1%,8%,-0.4,96
C/C(=N\NC(=O)c1cc(C)nc2ccccc12)c1ccco1,4%,-3%,i,0.2,6%,-1%,-8%,-2.5%,8%,0.8,61
CCc1ccccc1NC(=O)COc1ccc(N2CC(C(N)=O)CC2=O)cc1 (configuration not stated),-2%,-9%,i,0.3,3%,5%,6%,-1.5%,5%,-0.8,49
Cc1c(C(=O)Oc2ccc(-c3cnc4ccccc4n3)cc2)cccc1[N+](=O)[O-],-12%,-5%,i,0.9,17%,-5%,11%,8.1%,-3%,-0.9,53
O=C(NCc1n[nH]c(=S)n1-c1cccc(Cl)c1)c1cccs1,-4%,1%,i,0.5,2%,4%,-8%,-1.6%,5%,0.6,38
COc1ccc(C)cc1S(=O)(=O)Nc1cccc(Cl)c1,2%,-11%,i,0.5,9%,7%,4%,1.2%,6%,-0.3,38
Cc1ccc(NC(=O)Nc2cccc(C(F)(F)F)c2)nc1,7%,-3%,i,0.2,12%,7%,-2%,-0.9%,4%,2.5,95
Cc1ccc(N=C2S/C(=C/c3cccc(OCC(=O)O)c3)C(=O)N2C)cc1C,3%,7%,i,0.8,6%,-1%,-15%,35%,1%,5.7,85
CN(C(=O)COc1cc(=O)n(C)c2ccccc12)c1ccc(Br)cc1,3%,-4%,i,3.4,-1%,-5%,-3%,-1.9%,0%,4.3,49
CCOC(=O)Cc1csc(NS(=O)(=O)c2ccc(C(F)(F)F)cc2)n1,-8%,-1%,i,0.9,x,3%,0%,0.6%,2%,0.9,40
COc1ccc(OC)c(NC(=O)c2ccc3nc(-c4ccccc4)c(-c4ccccc4)nc3c2)c1,0%,3%,x,x,x,2%,-2%,-1.8%,6%,-0.6,54
COc1ccc(NC(=O)c2ccccc2N(Cc2ccccc2)S(C)(=O)=O)c(OC)c1,-5%,-2%,i,0.3,4%,-1%,-16%,-1.2%,0%,2.0,64
CC(C)(C)C1=NN(c2ccc([N+](=O)[O-])cc2)C(c2ccccc2)C1 (configuration not stated),11%,1%,i,3.4,18%,-1%,-2%,1.2%,24%,0.7,82
C(#Cc1ccccc1)Cn1nnc2ccccc21,-10%,-3%,i,3.0,6%,9%,-10%,2.6%,11%,0.1,30
COC(=O)C(CC(C)C)NC(=O)c1ccc([N+](=O)[O-])cc1 (configuration not stated),-7%,-7%,i,0.4,-7%,-1%,4%,-1.0%,-12%,-2.4,64
CCOC(=O)C1(Cc2cccc(Cl)c2)CCCN(C(=O)c2ccc(C)nc2)C1 (configuration not stated),-5%,-4%,i,0.1,4%,10%,4%,-1.5%,-4%,0.1,48
CSCCC(NC(=O)c1ccc(C)o1)C(=O)O (configuration not stated),11%,-6%,i,0.6,7%,-3%,-8%,1.2%,11%,0.5,54
CCCc1nc2ccccc2c(C(=O)OCC(=O)NCc2ccc3c(c2)OCO3)c1CC,23%,-3%,i,0.2,10%,-3%,13%,-2.0%,12%,0.9,76
C/C=C(\C)CN1CCc2cc(OC)c(OC)cc2C1,-7%,-6%,i,0.6,5%,-5%,2%,-2.9%,1%,0.3,69
O=C(C1CCCO1)N1CCN(C(=S)Nc2ccc(Cl)c(Cl)c2)CC1 (configuration not stated),-9%,-8%,i,1.0,6%,0%,-1%,-0.2%,3%,0.0,99
O=C(O)CC1(CC(=O)Nc2ccc3sccc3c2)CCCCC1,-7%,-4%,i,0.8,x,-2%,-8%,2.4%,-11%,0.2,45
O=C(O)c1cccc2c1C(=O)c1ccccc1C2=O,-3%,-4%,i,0.4,3%,-3%,6%,-1.9%,-1%,1.1,52
CN(C)C(CNC(=O)c1cccc(NS(=O)(=O)c2ccc(Br)cc2)c1)c1ccco1 (configuration not stated),0%,x,i,0.6,1%,x,x,x,x,-0.8,44
CCOC(=O)c1c(C)[nH]c(O)c1C=Nc1ccc(Cl)cc1,-6%,0%,i,0.7,11%,1%,-7%,17%,10%,0.5,111
Cc1ccc(C)c(Oc2cc(NN3CCCCC3)c([N+](=O)[O-])cc2[N+](=O)[O-])c1,x,-8%,i,1.3,5%,6%,4%,0.3%,6%,0.3,94
CCSC1=C(C#N)C2(CCCCC2)C2=C(CC(C)(C)CC2=O)N1,1%,-3%,i,0.4,-1%,4%,12%,1.1%,14%,0.6,72

# Some entries already given, limited to Siah-1 displacement:
Structure,Siah-1 displacement
C(#Cc1ccccc1)Cn1nnc2ccccc21,9%
COC(=O)C(CC(C)C)NC(=O)c1ccc([N+](=O)[O-])cc1 (configuration not stated),-1%
